# MPTP block – blocks calcium-induced mitochondrial swelling. isolated mouse mitochondria, Ca2+ swelling absorbance, 30 min. inhibition, % at 10 µM. 360,000 compounds, 1.4% hits;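 active means inhibition of 50% or more, scaled per plate between neutral and stimulator controls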;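 further: 0% = DMSO wells given calcium and 100% = 1 mM EGTA wells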
# GRIN3A LBD mod – modulators (binders) of human NR3A ligand-binding domain; NR3A LBD differential scanning fluorimetry, Tm shift; 0% = protein alone, 100% = glycine-bound protein; Tm shift relative to glycine control, % at 25 µM; 340,000 compounds, 2.5% hits;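 active means melting temperature shift of at least 10% of the positive control shift, at one fixed dose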
# The depositor's hits bear a star.
MPTP block	GRIN3A LBD mod	canonical_smiles
-1.0	-1	COc1ccc(-c2ccc3c(c2)[C@@H]2C[C@H](N(C)C(=O)C(C)(C)C)[C@H]([C@H](C)O)C(=O)N2CC3)cc1
-1.7	0	Nc1nc(Cl)c2ncn(C3OC(CO)C(O)C3O)c2n1 (stereo unspecified)
-2.1	-1	COC(=O)c1[nH]c2ccc(F)cc2c1NC(=O)CCN1CCN(Cc2ccc3c(c2)OCO3)CC1
-1.8	-3	COC(=O)C1C2CCCCC1C(=O)O2 (stereo unspecified)
-5.3	-1	CCOC(=O)c1[nH]c(C)c(/C(O)=C2\C(=O)C(=O)N(CCCN3CCOCC3)C2c2cccnc2)c1C (stereo unspecified)
0.3	-3	CCOc1ccc(/C(O)=C2/C(=O)C(=O)N(c3ccccn3)C2c2ccc(Cl)cc2)c(C)c1 (stereo unspecified)
-0.7	0	C=C(C(=O)c1ccccc1)C(C)C(=C)C(=O)c1ccccc1
-2.5	-11	COc1ccccc1CNc1nc(-c2cc(C)n(C)c2C)cs1
-1.1	-2	Cc1ccc(S(=O)(=O)NCC(=O)OCC(=O)c2ccc(S(=O)(=O)N3CCCCC3)cc2)cc1C
2.3	2	CCc1ccc(OCC(=O)O/N=C(\N)c2ccccn2)cc1
3.0	27*	Cc1cc2nc(-c3ccccc3O)[nH]c2cc1C
-0.7	-5	O=C(CCN1CCCCC1)c1cccc(Cl)c1
2.9	0	COC1=C(Br)C(=O)c2ncccc2C1=O
-1.1	-1	CN(C)c1cc2c3ccccc3n(C)c2cc1N
0.1	0	CC(C)C[C@@H](CN)NC(=O)c1nc[nH]c1C(=O)N[C@@H](Cc1ccccc1)C(=O)CNC[C@H](C)NC(=O)c1nc[nH]c1C(=O)N[C@@H](CC(C)C)C(=O)O
-0.3	-3	CC12CCC3c4ccc(O)cc4CCC3C1CC(=NO)C2O (stereo unspecified)
1.4	9	O=C(Nc1cccc(Cl)c1)c1ccc2c(c1)SC1=NS(=O)(=O)CCN12
-2.9	0	CCOc1nc(NC(=O)NS(=O)(=O)Oc2cccc(Cl)c2)nc(-c2ccccc2)n1
0.0	-4	CC(=O)NS(=O)(=O)c1ccc(NC(=O)C2C3C=CC(C3)C2C(=O)O)cc1 (stereo unspecified)
1.2	1	O=C1CCN(Cc2ccccc2)C(=S)N1
2.6	-24	CN(C)c1ccc(/C=C/c2ccc3ccccc3n2)cc1
-2.7	-2	CC1=NN(C(=O)c2ccncc2)C(=O)C1N=Nc1ccc2ccccc2c1 (stereo unspecified)
1.1	0	COC1C=CC=C(C)C(=O)NC2=CC(=O)C(N)=C(CC(C)CC(OC)C(O)C(C)C=C(C)C1OC(N)=O)C2=O (stereo unspecified)
-0.5	-2	COc1cc(NC(C)CCCNC(C)C)c2ncccc2c1OC (stereo unspecified)
-3.1	-1	COCCN(C(=O)c1ccc2c(c1)S(=O)(=O)N=C1CCCCCN12)c1c(N)n(CC(C)C)c(=O)[nH]c1=O
-0.9	0	COC(=O)C1(C)COP(=O)(NC23CC4CC(CC(C4)C2)C3)OC1 (stereo unspecified)
1.5	0	CCCC(O)(c1ccccc1)C(c1ccccc1)c1ccccn1 (stereo unspecified)
-2.2	-2	O=C(Cc1ccccc1[N+](=O)[O-])NCC(=O)c1ccc2c(c1)OCO2
1.5	0	CCN(C(=O)CN1CCCc2cc(C)ccc21)c1c(N)n(Cc2ccccc2)c(=O)[nH]c1=O
1.5	-1	O=C(NCc1ccco1)Nc1cccc2ccccc12
3.6	4	CC(=O)C(C(c1ccccc1)N1CCCc2ccccc21)N1CCOCC1 (stereo unspecified)
0.6	2	O=C(C1CCN(S(=O)(=O)N2CCOCC2)CC1)N1CCN(Cc2ccc3c(c2)OCO3)CC1
-1.1	-8	COc1ccc(-c2cnc3c(c2)CCC3(C#N)C#N)cc1
-3.4	-13	C(=Nc1ccc(Nc2ccccc2)cc1)c1ccc2ccccc2c1
0.7	-1	O=C1C2CCCCN2C(=O)N1CCN1CCN(c2ccc(F)cc2)CC1 (stereo unspecified)
75*	0	CN1/C(=C/c2cc[n+](C)c3ccccc23)C=Cc2ccccc21
-0.4	-2	CCN1C/C(=C\c2cccc([N+](=O)[O-])c2)C(=O)/C(=C/c2cccc([N+](=O)[O-])c2)C1
0.5	0	O=C1NC(=O)C2(CCCCC2C2CCCCC2)N1 (stereo unspecified)
-0.2	2	CCCCNC(=O)CSc1nc2ccc(N3CCOCC3)cc2c(=O)n1Cc1ccc(OC)cc1
-0.2	0	O=Nc1c(O)ccc2cc(S(=O)(=O)O)ccc12
-2.8	3	O=C(Cn1cc(COc2ccc(Br)cc2[N+](=O)[O-])nn1)c1ccc(O)cc1
1.4	-2	Cc1ccnc(NC(=O)c2cccc(NS(=O)(=O)c3ccccc3C)c2)c1
0.4	-1	O=c1nc2c(O)cccn2c2c1c(=O)[nH]c1ccccc12
-0.8	-1	CC(C)Cn1cnc2c(SCc3ccccn3)nc(N)nc21
5.1	-3	N#Cc1ccccc1NC(=O)COC(=O)/C=C/c1cn(-c2ccccc2)nc1-c1ccc(Cl)cc1
0.7	-1	O=C(Cc1ccc(NC(=O)C2CCCN(C(=O)CCc3ccccc3)C2)cc1)Nc1ccc(C(=O)N2CCOCC2)cc1 (stereo unspecified)
2.8	0	Nc1c(Cl)ncnc1N/N=C/c1ccc2ccccc2n1
-2.7	-4	COc1ccc(S(=O)(=O)N2CCN(CC(=O)Nc3ccc(C)c(F)c3)CC2)cc1
4.1	-1	COCC(=O)N(C)[C@H]1C[C@H]2c3cc(-c4ccccc4)ccc3CCN2C(=O)[C@H]1[C@H](C)O
-1.5	-3	O=c1cc(-c2ccccc2)[nH]c2ccc(F)cc12
0.3	1	COCCn1c(=O)[nH]c2cc(C(=O)N3CCN(Cc4ccc5c(c4)OCO5)CC3)ccc2c1=O
-2.0	-1	CN(Cc1ccccc1)C(=O)c1cccc(NC(=O)Cc2ccc(NC(=O)C3CCCN(C(=O)c4ccccc4)C3)cc2)c1 (stereo unspecified)
0.3	-7	C#CCN1C=CC(=O)[C@@H](OC(=O)Nc2ccc(Cl)cc2)[C@H]1c1ccccc1Br
4.1	35*	Cc1cc(N/N=C/c2ccc(O)cc2O)nc(-c2ccccc2O)n1
4.1	-1	CN(C)C(CNC(=O)c1cccc(S(=O)(=O)N2CCN(c3ccc(F)cc3)CC2)c1)c1ccccc1 (stereo unspecified)
1.4	11*	CCN1C(=O)CC2CCCC1C2 (stereo unspecified)
-2.7	8	CN(C(=O)c1ccc(C#N)cc1)c1nnc(-c2ccccn2)s1
-0.6	-2	O=[N+]([O-])c1ccc(Cl)cc1C=NNc1ccccn1
-0.3	2	CCN(C(=O)CSc1nnc(COc2ccccc2F)n1N)c1c(N)n(Cc2ccccc2)c(=O)[nH]c1=O
16	-2	CCCCCCCCCCCCCCCCn1cc[n+](CC(C)=O)c1

# Reformatted tab-delimited: entries from further up.
SMILES	MPTP block	GRIN3A LBD mod
CC(C)Cn1cnc2c(SCc3ccccn3)nc(N)nc21	-0.8	-1
N#Cc1ccccc1NC(=O)COC(=O)/C=C/c1cn(-c2ccccc2)nc1-c1ccc(Cl)cc1	5.1	-3
O=C(Cc1ccc(NC(=O)C2CCCN(C(=O)CCc3ccccc3)C2)cc1)Nc1ccc(C(=O)N2CCOCC2)cc1 (stereo unspecified)	0.7	-1
Nc1c(Cl)ncnc1N/N=C/c1ccc2ccccc2n1	2.8	0
COc1ccc(S(=O)(=O)N2CCN(CC(=O)Nc3ccc(C)c(F)c3)CC2)cc1	-2.7	-4
COCC(=O)N(C)[C@H]1C[C@H]2c3cc(-c4ccccc4)ccc3CCN2C(=O)[C@H]1[C@H](C)O	4.1	-1
O=c1cc(-c2ccccc2)[nH]c2ccc(F)cc12	-1.5	-3
COCCn1c(=O)[nH]c2cc(C(=O)N3CCN(Cc4ccc5c(c4)OCO5)CC3)ccc2c1=O	0.3	1
CN(Cc1ccccc1)C(=O)c1cccc(NC(=O)Cc2ccc(NC(=O)C3CCCN(C(=O)c4ccccc4)C3)cc2)c1 (stereo unspecified)	-2.0	-1
C#CCN1C=CC(=O)[C@@H](OC(=O)Nc2ccc(Cl)cc2)[C@H]1c1ccccc1Br	0.3	-7
Cc1cc(N/N=C/c2ccc(O)cc2O)nc(-c2ccccc2O)n1	4.1	35*
CN(C)C(CNC(=O)c1cccc(S(=O)(=O)N2CCN(c3ccc(F)cc3)CC2)c1)c1ccccc1 (stereo unspecified)	4.1	-1
CCN1C(=O)CC2CCCC1C2 (stereo unspecified)	1.4	11*
CN(C(=O)c1ccc(C#N)cc1)c1nnc(-c2ccccn2)s1	-2.7	8
O=[N+]([O-])c1ccc(Cl)cc1C=NNc1ccccn1	-0.6	-2
CCN(C(=O)CSc1nnc(COc2ccccc2F)n1N)c1c(N)n(Cc2ccccc2)c(=O)[nH]c1=O	-0.3	2

# The list goes on.
MPTP block	GRIN3A LBD mod	canonical_smiles
-0.9	-1	COc1ccc(Cl)cc1NS(=O)(=O)c1cccc(C(=O)NC2CCN(Cc3ccccc3)CC2)c1
1.7	0	CC(O)(Cc1ccccn1)Cc1ccccn1
-1.9	-2	O=C1C=C(C2OC(CO)C(O)C2O)C(=O)N1 (stereo unspecified)
0.2	-3	COc1cc(C(=O)N2CCN(S(=O)(=O)c3ccc(C(C)C)cc3)CC2)ccc1OCC(=O)N1CCOCC1
-0.9	-1	COc1ccc(/C=N/n2c(=O)[nH]c3c([nH]c4ccc(C)cc43)c2=O)cc1CN1CCOCC1
-0.9	-5	Cc1cc(Cl)ccc1OCCCC(=O)Nc1cc(S(=O)(=O)N2CCOCC2)ccc1N1CCOCC1
0.2	-1	CCOC(=O)C(=Cc1ccc(Br)cc1)C(=O)OCC
-2.1	2	Cc1cc(Cl)n2c(nc3ccccc32)c1C#N
3.1	-1	Cc1ccc(NC(=O)c2cnc(N3CCN(c4ccccn4)CC3)c3ccccc23)c(Br)c1
-1.7	2	COc1ccccc1CCNC(=O)c1cccc(NC(=O)CC2SC(N3CCCCC3)=NC2=O)c1 (stereo unspecified)
14	-1	CCC(/C=C1\Oc2ccc(OC)cc2N1C)=C\c1sc2ccccc2[n+]1CCCS(=O)(=O)[O-]
2.7	5	N#Cc1cccc(NC(=O)CSc2ccc3c4c(cccc24)C(=O)c2ccccc2-3)c1
-3.3	-2	CC(=O)OC1CCC2(C)C(CCC3C2CC(=O)C2(C)C3CC(C3CCCC3=O)C2C(C)=O)C1 (stereo unspecified)
-0.3	-2	CC1CCCC(=NNc2ccc3ccccc3n2)C1 (stereo unspecified)
1.4	0	Cc1c(Cl)cccc1Nc1nc(N)nc(CSCCO)n1
1.6	-5	Cc1ccc(NCc2n[nH]c(=S)n2Cc2ccccc2)cc1Cl
0.1	0	O=c1c2ccccc2c(=O)n(-c2ccccc2)n1-c1ccccc1
0.8	-1	CC/C(=C\c1ccc(N(C)C)cc1)c1ccncc1
0.3	-8	CCCCN(C)CC(O)Cn1cc(/C=C/C(=O)c2cccs2)c2ccccc21 (stereo unspecified)
4.5	-2	O=C(CSc1ccc(S(=O)(=O)N2CCCC2)cn1)Nc1ccc([N+](=O)[O-])cc1C(F)(F)F
-1.8	2	CCOC(=O)C(C#N)=CN1CCN(C(=O)CCCl)c2ccccc21
-0.2	0	NC1(C(=O)O)CSSC1
1.8	-1	CCOC(=O)CC[C@H](NC(=O)Cn1cc(C)c(=O)[nH]c1=O)C(=O)OCC
2.0	4	O=C(O)c1c2c(nc3ccccc13)/C(=C/c1cccc([N+](=O)[O-])c1)CCC2
-1.1	2	NC(=O)c1ncn([C@@H]2O[C@H](CNCc3cccc4c3sc3ccccc34)[C@@H](O)[C@H]2O)n1
1.3	-3	CC(=O)Nc1ccc(NC(=O)CSc2nnc(N)n2-c2ccccc2)cc1
0.1	-1	Cc1ccc2oc3ccccc3c(=O)c2c1
0.3	-10	Oc1cc(-n2cccn2)c(O)cc1-n1cccn1
-1.1	-9	Cc1ncc(C(=O)Nc2ccccc2)[nH]1
-1.2	-1	O=C(C=Cc1ccccn1)c1ccccc1O
1.9	1	Cc1cccc(-c2nc3cc(NC(=O)C4CCCO4)ccc3o2)c1 (stereo unspecified)
4.6	-3	Cc1ccc(NC2=C/C(=N/S(=O)(=O)c3cccs3)c3ccccc3C2=O)cc1C
-0.6	-1	CCOC(=O)c1c(NC(=O)COC(=O)CCNS(=O)(=O)c2ccccc2)sc(C(=O)NC)c1C
0.4	-1	O=C(c1ccccc1)c1ccc(C(=O)O)c(C(=O)O)c1
-2.3	1	CC12CCC(C(=O)CC1=O)C2(C)C (stereo unspecified)
-1.1	0	CC(=NNC(=O)C(C)SC(C)C(=O)NN=C(C)c1cccnc1)c1cccnc1 (stereo unspecified)
-0.7	-3	COc1cccc(C(c2nnnn2C(C)(C)C)N2CCN(C3CCCCC3)CC2)c1OC (stereo unspecified)
2.6	0	Cc1ccc(NC(=O)c2ccc(S(=O)(=O)N3CC(C)CC(C)C3)cc2)cc1S(=O)(=O)N1CCOCC1 (stereo unspecified)
1.4	-7	CC(C)c1ccc(S(=O)(=O)/N=C2/C=C(Sc3ncn[nH]3)C(=O)c3ccccc32)cc1
-0.3	0	COCCN(C(=O)c1cc(-c2ccc(F)cc2)nc2ccccc12)c1c(N)n(CC(C)C)c(=O)[nH]c1=O
1.0	0	CCOC(=O)C1CCN(CCCSc2ccccc2)CC1
0.4	1	Cc1nnc2c3ccccc3ccn12
0.3	0	Cn1c(O)c(C=NCCCCCC(=O)O)c(=O)n(C)c1=O
-0.7	2	N#Cc1ccc(C=NN2CCCCCC2)cc1
-1.6	-1	CCN(CC(=O)N1CCC(C(N)=O)CC1)S(=O)(=O)c1cc(Cl)ccc1Cl
-2.0	-3	CC1(NCc2ccc(Cl)cc2)COP(=O)(NCc2ccccc2)OC1 (stereo unspecified)
0.1	-1	O=C(Cc1cccc(NC(=O)C2CCCN(C(=O)C3CCCCC3)C2)c1)Nc1ccc(C(=O)N2CCOCC2)cc1 (stereo unspecified)
0.4	0	CCN(CC)c1ccc(S(=O)(=O)N2CCCCC2)cc1NC(=O)CSCc1c(C)noc1C
0.7	-1	CCOC(=O)/C=C(\C)Sc1cc(O)c2ccccc2c1O
-0.9	0	Cc1ccccc1Nc1nc(N)nc(COC(=O)[C@@H](NC(=O)c2ccco2)C(C)C)n1
-1.0	0	CCc1cccc(-n2c(SCC(=O)c3c(N)n(C4CC4)c(=O)[nH]c3=O)nnc2N2CCOCC2)c1

# The list is partial; rates above refer to the full screens.
